Screening data (PubChem BioAssay)
Bim-Bcl-XL: inhibitors of Bim-Bcl-XL interaction, human | Q07817 | Bim peptide-Bcl-XL binding, bead flow cytometry, fluorescence | inhibition, % at 10 µM | 0.04% of 190,000 active | AID 1007
Target sequence (Q07817 whole entry, looked up): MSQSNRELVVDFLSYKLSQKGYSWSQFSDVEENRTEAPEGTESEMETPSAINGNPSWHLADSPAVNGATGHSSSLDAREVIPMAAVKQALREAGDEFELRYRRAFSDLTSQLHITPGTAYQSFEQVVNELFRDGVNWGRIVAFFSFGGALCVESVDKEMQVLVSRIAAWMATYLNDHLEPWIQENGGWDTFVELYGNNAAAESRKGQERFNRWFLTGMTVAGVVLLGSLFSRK
RGS8-Gao reg: regulators of human RGS8-Galphao interaction | P09471 | multiplexed bead flow cytometry, RGS8-Galphao binding; actives lie on both sides | response (percent of control binding), % at 10 µM | 0.34% of 220,000 active; in the data active = response below about 60% or above about 140%; inactive = in between;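 also: Galphao activated as the GDP aluminium fluoride complex binding bead-coupled RGS8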
Target sequence (P09471 whole entry, looked up): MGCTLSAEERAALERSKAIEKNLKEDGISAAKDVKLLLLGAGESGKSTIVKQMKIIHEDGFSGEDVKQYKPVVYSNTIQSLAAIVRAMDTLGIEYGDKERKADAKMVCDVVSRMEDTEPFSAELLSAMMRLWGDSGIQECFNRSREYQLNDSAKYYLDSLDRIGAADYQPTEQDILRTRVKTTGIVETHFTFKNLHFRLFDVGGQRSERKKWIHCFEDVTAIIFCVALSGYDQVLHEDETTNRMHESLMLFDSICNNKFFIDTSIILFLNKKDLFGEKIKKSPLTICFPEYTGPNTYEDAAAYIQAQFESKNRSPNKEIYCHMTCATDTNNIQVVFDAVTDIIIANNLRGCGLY
Bim-Bfl-1: human Bim-Bfl-1 interaction inhibition | Q16548 | Bead-based flow cytometry, Bim-Bfl-1 binding inhibition | inhibition, % at 10 µM | 0.12% of 190,000 active | AID 1008;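 also: 0% = wells without compound plus tracer and 100% = blocker peptide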
RGS4-Gao reg: human RGS4-Galphao interaction regulation. P09471. Multiplexed bead flow cytometry, RGS4-Galphao binding; actives lie on both sides. binding response (% of control), % at 10 µM. 0.33% of 220,000 active. AID 1415; in the data active = binding response below about 49% or above about 150%; inactive = in between;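 also: fluorescent Galphao activated with aluminum fluoride binding bead-coupled RGS4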
Bim-Bcl-B: inhibitors of Bim-Bcl-B interaction, human | bead-based flow cytometry, Bim peptide-Bcl-B binding | inhibition, % at 10 µM | 0.073% of 190,000 active | AID 951;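 also: 0% = tracer peptide without compound and 100% = reference inhibitor peptide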
Target sequence (Q9HD36 whole entry, looked up): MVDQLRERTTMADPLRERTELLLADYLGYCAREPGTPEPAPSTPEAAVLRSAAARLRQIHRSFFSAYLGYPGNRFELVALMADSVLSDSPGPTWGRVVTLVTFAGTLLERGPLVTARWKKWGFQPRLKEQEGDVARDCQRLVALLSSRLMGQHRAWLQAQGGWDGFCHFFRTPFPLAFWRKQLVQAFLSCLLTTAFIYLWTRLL
GSH fluor: compound fluoresces at 488/530 nm on GSH beads; 0.25% of 190,000 active; GSH beads flow cytometry, compound fluorescence 488/530 nm; hits give high values; fluorescence (KMESF) at 10 µM; in the data active = fluorescence above about 89;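 also: glutathione beads carrying GST-tagged Bcl family fusion proteins plus one bare bead set; values are compound well signal with DMSO vehicle wells as background; inactives centre near 16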
Mcl1 Bid PPI: disrupts binding of human Mcl-1 to Bid peptide | Q07820 | inhibition, % at 21.7 µM | 0.97% of 220,000 active | TR-FRET Mcl-1/Bid-Dy647 peptide binding, 1536-well;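 active = compounds that cut the binding signal by more than half at the single screening dose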;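 also: His-tagged Mcl-1 with europium anti-His antibody binding Bid BH3 peptide; 0% = Mcl-1 plus peptide wells and 100% = peptide-only wells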
Bcl-2 Bim block: inhibitors of Bim-Bcl-2 interaction, human; P10415; Bead-based flow cytometry, Bim peptide-Bcl-2 binding; inhibition, % at 10 µM; 0.06% of 190,000 active; in the data active = inhibition above about 40%; inconclusive = no clear call, values can overlap the other calls;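 also: 0% = no compound wells with probe peptide and 100% = reference peptide inhibitor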
RGS7-Gao: regulators of human RGS7-Galphao interaction; P09471; Multiplexed bead flow cytometry, RGS7-Galphao binding; actives lie on both sides; binding response (% of control), % at 10 µM; 0.35% of 220,000 active; in the data active = binding response below about 49% or above about 150%; inconclusive = no clear call, values can overlap the other calls; inactive = in between;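 also: fluorescent Galphao held in activated GDP-AlF4 state binding bead-coupled RGS7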
Bim-Bcl-W: inhibitors of Bim-Bcl-W interaction, human. bead-based flow cytometry, Bim peptide-Bcl-W binding. inhibition, % at 10 µM. 0.02% of 190,000 active. AID 952;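 also: 0% = bound tracer without compound and 100% = peptide blocker; higher means less fluorescent Bim peptide bound to Bcl-W beads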
Target sequence (Q92843 whole entry, looked up): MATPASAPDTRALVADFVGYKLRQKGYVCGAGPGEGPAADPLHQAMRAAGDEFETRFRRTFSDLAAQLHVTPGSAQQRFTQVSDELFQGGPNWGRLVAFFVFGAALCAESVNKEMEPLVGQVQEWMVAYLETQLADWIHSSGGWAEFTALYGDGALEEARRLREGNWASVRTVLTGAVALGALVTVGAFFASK
Mcl-1 Bim block: inhibitors of Bim-Mcl-1 interaction, human; inhibition, % at 10 µM; Bead-based flow cytometry, Bim peptide-Mcl-1 binding; 0.1% of 190,000 active;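 also: 0% = no compound tracer wells and 100% = peptide blocker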
Numbers without * were called inactive; ? = inconclusive. Rule as the data show it, unless noted: active = inhibition above about 40%.

SMILES | Bim-Bcl-XL | RGS8-Gao reg | Bim-Bfl-1 | RGS4-Gao reg | Bim-Bcl-B | GSH fluor | Mcl1 Bid PPI | Bcl-2 Bim block | RGS7-Gao | Bim-Bcl-W | Mcl-1 Bim block
CC(C)CC1(C(=O)NCc2ccccn2)C=CCN1C(=O)c1ccccc1 (stereo not drawn) | -5.0 | 103.8 | 0.0 | 99.0 | -4.0 | 16 | -1.6 | 0.0 | 97.6 | 0.0 | -1.0
CCOc1cccc(C(=O)Nc2nnc(-c3ccco3)s2)c1 | -7.0 | 100.0 | -19.0 | 99.1 | -10.0 | 30 | -19.6 | -9.0 | 100.9 | -2.0 | -3.0
Cc1ccc(OCc2nnc(SCC(=O)N3c4ccccc4Sc4ccc(Cl)cc43)o2)cc1 | -7.0 | 103.2 | -7.0 | 102.4 | -6.0 | 10 | -34.6 | -1.0 | 105.0 | -3.0 | -5.0
CNS(=O)(=O)c1ccc(N2CCCC2=O)c([N+](=O)[O-])c1 | -3.0 | 85.6 | -1.0 | 92.8 | -6.0 | 6 | -4.0 | 0.0 | 93.8 | -1.0 | -3.0
O=C(Nc1ccc(N=Nc2ccccc2)c(NC(=O)C2CCCO2)c1)C1CCCO1 (stereo not drawn) | -3.0 | 104.2 | -4.0 | 103.3 | -8.0 | 13 | -19.8 | -11.0 | 102.2 | 0.0 | -1.0
Cc1cc(Cl)ccc1OCCn1cncn1 | -1.0 | 96.5 | 1.0 | 97.1 | -4.0 | 21 | -31.7 | -2.0 | 92.6 | 0.0 | 2.0
O=C(NNS(=O)(=O)c1ccccc1[N+](=O)[O-])c1ccccc1[N+](=O)[O-] | 1.0 | 81.6 | 3.0 | 95.9 | -4.0 | 10 | -15.9 | 4.0 | 96.5 | 0.0 | 0.0
NC(=O)c1ccc(NCCc2ccccc2)c([N+](=O)[O-])c1 | -1.0 | 99.7 | 2.0 | 100.4 | 6.0 | 16 | 3.7 | 0.0 | 97.3 | -3.0 | -1.0
Cc1ccc(CN2CCc3c(OCc4ccc(F)cc4)cccc3C2=O)cc1 | -8.0 | 100.7 | -2.0 | 100.2 | -3.0 | 11 | 4.0 | -5.0 | 97.6 | -7.0 | -3.0
C=CCSC1=C(C#N)C2(CCCCC2)C(C#N)C(=O)N1 (stereo not drawn) | -6.0 | 100.4 | -13.0 | 99.8 | -7.0 | 12 | -11.8 | -11.0 | 98.0 | -1.0 | -2.0
Cc1ccc(-c2ccc(CCC(=O)O)n2NC(N)=S)cc1 | -5.0 | 91.4 | -1.0 | 95.3 | -2.0 | 10 | -44.6 | -1.0 | 93.8 | -5.0 | -8.0
CCCCn1c(SCC(=O)OCC)nc2c1c(=O)[nH]c(=O)n2C | -3.0 | 96.3 | -5.0 | 92.6 | -13.0 | 26 | 5.1 | -7.0 | 103.1 | 0.0 | 0.0
CCNC(=O)NC(=O)C(C)OC(=O)c1oc2ccccc2c1CSC1CCCCC1 (stereo not drawn) | -1.0 | 104.2 | 0.0 | 104.2 | -3.0 | 5 | -6.8 | -3.0 | 105.1 | -1.0 | 0.0
Cc1cccn2c(=O)c3cc(C(=O)NCCN4CCOCC4)c(=N)n(CCc4ccccc4)c3nc12 | 0.0 | 101.5 | -10.0 | 102.9 | 0.0 | 11 | -31.0 | -11.0 | 100.1 | 1.0 | 4.0
Cc1cnc(C(=O)OCC(=O)NC(=O)NC(C)C)cn1 | -4.0 | 100.4 | -16.0 | 99.8 | -6.0 | 22 | 0.4 | -11.0 | 101.7 | 0.0 | -5.0
O=[N+]([O-])c1ccc(NNC(=S)Nc2ccccc2)cc1 | -6.0 | 81.2 | 2.0 | 106.4 | -22.0 | 11 | -36.5 | -6.0 | 103.1 | 2.0 | -1.0
CCSc1nnc(NC(=O)[C@H](C)NC(=O)c2ccccc2Cl)s1 | -3.0 | 102.2 | -8.0 | 104.2 | -4.0 | 18 | -8.0 | -5.0 | ? | -7.0 | 0.0
CC(=O)c1ccc(Nc2nc(=O)c3cccnc3s2)cc1 | 2.0 | 97.3 | 0.0 | 100.3 | 0.0 | 10 | 3.4 | -2.0 | 96.6 | 2.0 | 2.0
CCCCC(CC)CNC(=O)Cn1c(=O)[nH]c2ccsc2c1=O (stereo not drawn) | -2.0 | 92.2 | -2.0 | 91.3 | 0.0 | 12 | -14.9 | -2.0 | 98.9 | 0.0 | -1.0
Cc1ccccc1-c1nnc(SCC(=O)Nc2ccc3c(c2)OCCO3)n1N | 1.0 | 97.0 | 1.0 | 104.7 | 1.0 | 24 | 13.8 | 3.0 | 100.5 | 1.0 | 0.0
O=C(Nc1nccs1)c1ccc(-c2ccccc2Cl)o1 | -3.0 | 99.8 | 1.0 | 101.7 | 0.0 | 15 | 10.2 | 0.0 | 98.7 | 0.0 | -1.0
CCOC(=O)c1cnc2ccc(Br)cc2c1NCCO | -3.0 | 101.5 | -4.0 | 98.7 | -1.0 | 11 | -13.9 | -6.0 | 100.0 | -2.0 | -9.0
O=C(CSc1nc2ccccc2c(=O)n1NC(=O)Cc1ccccc1)NCc1ccco1 | 0.0 | 94.7 | 5.0 | 102.4 | 5.0 | 62 | -39.4 | 0.0 | 102.2 | 3.0 | 0.0
COCCNC(=O)C(=O)NNS(=O)(=O)c1ccc2ccccc2c1 | 1.0 | 91.8 | 1.0 | 102.1 | 0.0 | 13 | -18.8 | 1.0 | 96.8 | 0.0 | 0.0
COc1ccc(/C=C(/CC(=O)Nc2ccc(C)cc2)c2nc3ccccc3s2)cc1 | -6.0 | 100.5 | -2.0 | 96.0 | -2.0 | 22 | -34.5 | 0.0 | 94.2 | -2.0 | -3.0
Cc1ccc(CNC(=O)CCC2CCCN(Cc3ccc4cccc(F)c4n3)C2)o1 (stereo not drawn) | -2.0 | 94.2 | -5.0 | 95.6 | -5.0 | 17 | -42.4 | -6.0 | 102.8 | -1.0 | -3.0
O=c1[nH]c2ccc(NC(=S)Nc3ccccc3)cc2[nH]1 | -5.0 | 105.1 | 2.0 | 109.6 | -8.0 | 9 | -58.1 | 0.0 | 114.5 | 1.0 | -2.0
CCCc1cc(C(=O)Nc2sc3c(c2C(=O)OCC)CCCC3)no1 | -3.0 | 103.1 | -8.0 | 100.4 | -2.0 | 18 | -5.9 | -4.0 | 104.8 | 1.0 | 1.0
CCOc1ccccc1N1CCN(S(=O)(=O)CC)CC1 | -6.0 | 99.6 | -11.0 | 97.9 | -13.0 | 26 | -2.7 | -6.0 | 102.4 | 0.0 | -5.0
CC[n+]1c(/C=C2/C=C(C)CC(C)C2)sc2ccccc21 (stereo not drawn) | -8.0 | 98.7 | 1.0 | 98.1 | -12.0 | 12 | -37.6 | -3.0 | 99.7 | -4.0 | -5.0
Cc1cc(CNC(=O)Cn2nc(C)c([N+](=O)[O-])c2C)c2ccccc2n1 | -2.0 | 100.2 | -5.0 | 101.6 | -1.0 | 12 | -6.4 | -3.0 | 98.4 | 0.0 | 0.0
Cc1cc(C)cc(C(=O)NCC(=O)OCC(=O)N2CCN(S(=O)(=O)c3ccc4ccccc4c3)CC2)c1 | -7.0 | 107.4 | -3.0 | 103.0 | -7.0 | 7 | -16.2 | -2.0 | 106.8 | -3.0 | -3.0
C#CCOCCOCCOCCNc1nc(N2CCN(C(=O)C(Cc3cc4ccccc4[nH]3)n3cc(C(N)Cc4ccc(O)cc4)nn3)CC2)nc(N2CCN(C(=O)C(Cc3cc4ccccc4[nH]3)n3cc(C(N)Cc4ccc(O)cc4)nn3)CC2)n1 (stereo not drawn) | 2.0 | 105.0 | 4.0 | 106.7 | -1.0 | 14 | 7.8 | 0.0 | 104.1 | 0.0 | -1.0
COc1ccc(CC(=O)N2N=C(C)CC2(O)c2cccnc2)cc1 (stereo not drawn) | -1.0 | 100.5 | -9.0 | 101.4 | -4.0 | 11 | -2.1 | -10.0 | 104.2 | 2.0 | -1.0
CC(=O)NC(Cc1ccccc1C)C(=O)NC1CCN(C(=O)c2cccc(C)c2)CC1 (stereo not drawn) | -1.0 | 100.0 | -1.0 | 99.8 | -4.0 | 19 | -1.1 | -1.0 | 105.9 | 2.0 | -2.0
COc1ccc(C(C)C)cc1S(=O)(=O)N1CC(C)OC(C)C1 (stereo not drawn) | -3.0 | 99.7 | -4.0 | 98.7 | -2.0 | 18 | -43.8 | -2.0 | 99.3 | 0.0 | -3.0
COc1cc(C(C(=O)NC2CCCCC2)N(C(=O)Cc2c[nH]c3ccccc23)c2ccc(C)cc2)cc(OC)c1OC (stereo not drawn) | -1.0 | 93.6 | 9.0 | 99.3 | 3.0 | 9 | -52.1 | 6.0 | 96.0 | 1.0 | -4.0
O=C(O)C1CCCCC1C(=O)OCCCCOC(=O)C1CCCCC1C(=O)O (stereo not drawn) | -4.0 | 102.5 | -15.0 | 99.5 | -5.0 | 31 | 12.5 | -9.0 | 96.7 | 0.0 | 1.0
O=C(CCN1C(=O)c2ccc([N+](=O)[O-])cc2C1=O)Nc1cccc(O)c1 | -5.0 | 98.9 | -2.0 | 102.9 | -3.0 | 13 | -48.2 | -5.0 | 103.5 | -2.0 | 0.0
CCOC(=O)Cn1nc(-c2ccc(Cl)cc2)ccc1=O | -8.0 | 101.7 | -20.0 | 97.1 | -12.0 | 22 | -5.2 | -9.0 | 100.0 | 0.0 | -5.0
COc1cccc(NC(=O)COC(=O)c2c3c(nc4ccccc24)CCC(C)C3)c1 (stereo not drawn) | -4.0 | 102.0 | -5.0 | 101.0 | 0.0 | 14 | -20.4 | -8.0 | 99.8 | -3.0 | -1.0
O=C(Cn1nnc(-c2ccccc2)n1)N/N=C/c1ccco1 | -2.0 | 97.2 | -4.0 | 93.7 | -1.0 | 18 | -24.2 | 0.0 | 95.9 | 0.0 | 1.0
Cc1nc(NC(C)c2ccccc2)c2oc3ccccc3c2n1 (stereo not drawn) | -6.0 | 102.6 | -12.0 | 102.6 | -10.0 | 11 | 27.6 | -8.0 | 101.3 | 3.0 | -1.0
Cc1ccc(OCC(=O)NNC(=O)C(C)Sc2ncnc3sc(C)c(C)c23)cc1 (stereo not drawn) | -10.0 | 97.4 | -18.0 | 98.6 | -14.0 | 28 | 3.4 | -12.0 | 101.6 | -3.0 | -3.0
Cc1ccc(CNC(=O)c2cc3c(s2)CN(Cc2ccccc2)C3)cc1 | -2.0 | 101.0 | -2.0 | 103.6 | -1.0 | 13 | -34.1 | 0.0 | 103.3 | -1.0 | 0.0
CCC(=O)N1CCc2cc(S(=O)(=O)NC(C(=O)NCc3ccc(C)cc3)C(C)C)ccc21 (stereo not drawn) | -4.0 | 99.8 | -9.0 | 98.4 | -5.0 | 9 | -18.0 | -5.0 | 96.9 | 6.0 | -3.0
O=C(O)c1ccccc1-c1nc2ccccc2n1-c1ccccc1 | -4.0 | 101.4 | -4.0 | 101.8 | -5.0 | 10 | -33.1 | -5.0 | 103.7 | -6.0 | -3.0
Cc1ccc(NC(=O)c2cc(N3C(=O)C4CCCCC4C3=O)ccc2N2CCOCC2)cc1 (stereo not drawn) | -5.0 | 101.8 | -7.0 | 101.0 | -7.0 | 14 | -26.8 | -7.0 | 104.0 | -3.0 | -7.0
